Assay outcomes as filed in PubChem.
TexasRed fluor: Total Fluorescence Counterscreen for Inhibitors of the Interaction of Thyroid Hormone Receptor and Steroid Receptor Coregulator 2; TRb/SRC2 Texas Red total fluorescence interference; Potency, µM (top dose mostly 106 µM), for inactives: at the top dose fluorescence change, negative = quenching; hit rate 0.29% among 280,000; active = well fitted curve in either direction with a large enough effect; inconclusive = small, poorly fitted or top-dose-only effect
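Human TRβ ligand-binding domain (0.6 uM) and Texas Red SRC2 peptide (20 nM) in Tris buffer with 1 uM T3 and 5% DMSO were incubated with pinned compound for 5 hr at ambient temperature. Total fluorescence was computed as S + 2P (555/632 nm).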
TRb-SRC2 inh: qHTS for Inhibitors of the Interaction of Thyroid Hormone Receptor and Steroid Receptor Coregulator 2. TRbeta-SRC2 peptide binding, fluorescence polarization; receptor liganded with 1 µM T3. Potency, µM (series often up to 106 µM), inactives show at the top dose activity change, negative = inhibition, most hits filed as inhibitors. Thyroid hormone receptor beta (Homo sapiens), P10828. AID 1469, 2008. hit rate 0.065% among 280,000; active = well fitted inhibition curve with a large enough effect; inconclusive = small, poorly fitted or top-dose-only effect, or effect the other way;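 also: plate controls were bound peptide for no effect and peptide without receptor for full effect; nearly all actives have a fitted effect of over 50% in size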
Target sequence (P10828 whole entry, looked up): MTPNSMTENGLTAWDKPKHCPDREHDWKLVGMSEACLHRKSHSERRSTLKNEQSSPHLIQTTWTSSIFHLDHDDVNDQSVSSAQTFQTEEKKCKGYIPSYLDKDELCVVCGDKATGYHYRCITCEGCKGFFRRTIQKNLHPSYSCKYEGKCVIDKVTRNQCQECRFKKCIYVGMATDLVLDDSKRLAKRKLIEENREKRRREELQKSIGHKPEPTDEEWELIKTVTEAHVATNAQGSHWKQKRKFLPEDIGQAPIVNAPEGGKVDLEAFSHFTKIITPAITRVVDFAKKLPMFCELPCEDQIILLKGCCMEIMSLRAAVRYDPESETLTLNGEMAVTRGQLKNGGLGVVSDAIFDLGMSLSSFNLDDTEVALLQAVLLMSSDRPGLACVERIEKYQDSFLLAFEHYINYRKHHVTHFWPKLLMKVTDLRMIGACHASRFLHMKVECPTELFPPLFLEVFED
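Compounds were added to 0.6 uM TRb ligand-binding domain and 20 nM Texas Red-labeled SRC2 peptide in Tris buffer containing 1 uM T3, incubated 5 hr at ambient temperature, then read by fluorescence polarization.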
* = called active by the depositor; ? = inconclusive; [ ] = another dose, or the depositor's remark. Unless noted, % is scaled to controls: 0 for no effect and ±100 for the full control effect; potency is read from the fitted curve at half-maximal effect.

SMILES	TexasRed fluor	TRb-SRC2 inh
COc1ccc2cc(CNc3ccccc3)c(=O)n(CC(=O)Nc3ccc(C(C)=O)cc3)c2c1	-2%	2%
CCc1cccc(-n2nnc(-c3nsc(NC(=O)c4cccc(OC)c4)n3)c2C)c1	-1%	-1%
COc1ccc(S(=O)(=O)NCCc2csc3nc(-c4ccc(OC)c(OC)c4)nn23)cc1C	-1%	-11%
Cc1ccc(C)c(NC(=O)N2CCN3CCCCC3C2)c1 (centres undefined)	1%	0%
CC1CCN(c2nn3c(=O)c(C(=O)NCc4ccc(Cl)cc4)cnc3s2)CC1	0%	-8%
Cc1ccn2c(=O)cc(COc3ccc(NC(=O)COc4ccc(Cl)cc4)cc3)nc2c1	-1%	7%
COc1ccccc1-c1cc(C(=O)NCc2ccccc2)c2c(-c3ccc(C)cc3)[nH]nc2n1	-14%	-1%
O=C(Nc1ccc(F)cc1F)c1cc(CN2CCOCC2)on1	-5%	4%
COc1ccccc1CNC(=O)CCC1N=C2c3ccccc3N=C(SCC(N)=O)N2C1=O (centres undefined)	2%	9%
Cc1c(Cl)cccc1NC(=O)CSc1ncccc1C(=O)Oc1ccccc1Cl	-2%	1%
COc1cc(NC(=O)CCn2nc(C)cc2C)cc(OC)c1OC	-4%	-3%
CCc1ccc(C(=O)COC(=O)C(Cc2c[nH]c3ccccc23)NC(=O)c2ccc(CC)cc2)cc1 (centres undefined)	-7%	5%
COc1ccc(CNC(=O)c2cnc3sc(N4CCOCC4)nn3c2=O)cc1	501µM*[quencher]	-9%
O=C(NCc1ccco1)c1ccc2c(c1)N(Cc1ccc(Cl)cc1)C(=O)c1ccccc1S2	0%	-2%
CCOc1ccc(-n2c(SCC(=O)Nc3ccc(F)cc3)nc3c([nH]c4ccccc43)c2=O)cc1	3%	1%
O=C(Cc1ccc(-c2ccccc2)cc1)NCCS(=O)(=O)N1CCN(c2ccccc2F)CC1	-4%	3%
COc1cccc(CNC(=O)CCCN2C(=O)CSc3c2c(C)nn3-c2ccccc2)c1OC	?	-7%
CC(C)Oc1ccc(CNC(=O)c2ccc3c(c2)N(C)C(=O)C2CCCCN32)cc1 (centres undefined)	?	5%
COC(=O)c1ccc(NC(=O)CC2C(=O)N(c3ccc(Cl)cc3)C(=O)N2Cc2cccs2)cc1 (centres undefined)	1%	-2%
CCS(=O)(=O)NCCc1csc2nc(-c3ccc(C)cc3)nn12	1%	-2%
COc1cccc(NC(=O)C2CCN(S(=O)(=O)c3ccc4[nH]c5c(c4c3)CCCCC5)CC2)c1	0%	0%
CCOC(=O)c1[nH]c(C)c(CCC(=O)NCc2ccc(N(C)C)cc2)c1C	-1%	-10%
CCCN(CCC)CCCNC(=O)c1cnn(-c2ccc(F)cc2)c1-n1cccc1	-1%	4%
O=C(NCCc1csc(-c2ccc(F)cc2)n1)c1c(F)cccc1Cl	0.0002µM*[quencher]	-12%
CC1CCN(S(=O)(=O)c2ccc3c(ccc(=O)n3CC(=O)NCc3ccccc3Cl)c2)CC1	1%	-4%

Reprinted from the part before: four compounds; new compounds follow.
SMILES	TexasRed fluor	TRb-SRC2 inh
CCOC(=O)c1[nH]c(C)c(CCC(=O)NCc2ccc(N(C)C)cc2)c1C	-1%	-10%
CCCN(CCC)CCCNC(=O)c1cnn(-c2ccc(F)cc2)c1-n1cccc1	-1%	4%
O=C(NCCc1csc(-c2ccc(F)cc2)n1)c1c(F)cccc1Cl	0.0002µM*[quencher]	-12%
CC1CCN(S(=O)(=O)c2ccc3c(ccc(=O)n3CC(=O)NCc3ccccc3Cl)c2)CC1	1%	-4%
COc1ccc(NC(=O)C2=C(C)Nc3c(C(=O)Nc4ccc(C)cc4)cnn3C2c2cccc(Cl)c2)cc1 (centres undefined)	-3%	-5%
Cc1ccc(/C=C/c2onc(C)c2S(=O)(=O)N2CCC(C(=O)N3CCN(c4ccccc4F)CC3)CC2)cc1	-3%	-9%
COc1ccccc1NC(=O)CSC1=Nc2ccccc2C2=NC(CCC(=O)NCCc3ccccc3)C(=O)N12 (centres undefined)	1%	2%
CCOC(=O)c1c(C)[nH]c(C)c1S(=O)(=O)N1CCCC(C(=O)N2CCN(c3cccc(C)c3C)CC2)C1 (centres undefined)	?	-19%
O=C(NCc1ccccc1F)c1cccc(NC(=O)N2CCSc3ncccc32)c1	-1%	-4%
COC(=O)c1c(SCC(=O)Nc2cc(OC)cc(OC)c2)[nH]c2ccc(C)cc2c1=O	1%	-6%
O=C(CSc1ncc2c(n1)-c1cc(Cl)ccc1N(Cc1ccccc1)S2(=O)=O)NCCc1ccccc1	0%	7%
Cc1ccc(NC(=O)C(=O)NCC(c2ccc3c(c2)OCO3)N2CCN(C)CC2)cc1C (centres undefined)	-26%	5%
CN1CCN(C(CNC(=O)C(=O)Nc2cccc(Cl)c2)c2ccc3c(c2)OCO3)CC1 (centres undefined)	-2%	6%
CC(=O)Nc1ccc(S(=O)(=O)N2CCC(N3CCN(Cc4ccc(C)cc4)C(=O)C3=O)CC2)cc1	1%	4%
CC(=O)N(Cc1cccnc1)c1nc2c(F)cc(F)cc2s1	0%	-5%
Cc1ccc(NC(=O)CCCn2nc(C)c3c(C)n(-c4ccccc4)nc3c2=O)c(Cl)c1	3%	-5%
C=CC(=O)OCCOCC(CC)(COCCOC(=O)C=C)COCCOC(=O)C=C	1%[201 µM]	?
O=C(Nc1ccccc1C(F)(F)F)N1Cc2ccccc2Oc2ncccc21	1%	2%
CCOc1ccc(NS(=O)(=O)c2ccc3[nH]cc(C(=O)N(C)Cc4ccccc4)c(=O)c3c2)cc1	?	-14%
COc1ccc(OC)c(NC(=O)CSc2n[nH]c(-c3ccccc3Cl)n2)c1	-2%	7%
CCC(=O)N1CCc2cc(Br)cc(S(=O)(=O)NCCc3ccc(C)cc3)c21	6%	1%
CCCCN(c1ccccc1)c1ncnc2c1cnn2-c1cccc(C)c1	-2%	3%
Cc1ccc(-n2c(SCC(=O)c3ccccc3)nc3c([nH]c4ccccc43)c2=O)cc1	-4%	0%
Cc1cccc(N2CCN(CCCNc3ncnc4onc(-c5ccc(Cl)cc5)c34)CC2C)c1 (centres undefined)	-4%	1%
COc1ccc(NC(=O)CSc2nnc(-c3ccc(OC)cc3)s2)cc1	3%	-2%
CC1CCN(S(=O)(=O)c2ccc3c(ccn3CCC(=O)NCc3ccc(N(C)C)cc3)c2)CC1	0%	5%
CCN1CCN(c2nnc(-n3cccc3C(=O)NCc3ccccc3OC)s2)CC1	0%	7%
CCOc1ccc(-n2c(SCC(=O)NCc3ccco3)nc3c([nH]c4ccccc43)c2=O)cc1	-27%	7%
Cc1ccc(NC(=O)Cn2c(=O)n(Cc3nc(-c4ccccc4)no3)c(=O)c3cc4c(cc32)OCO4)c(C)c1	-1%	-11%

Other results
SMILES	TexasRed fluor	TRb-SRC2 inh
CCc1ccc(NC(=O)CN(c2ccc(Cl)cc2)S(=O)(=O)c2ccsc2C(=O)OC)cc1	1%	-6%
COc1cc(NC(=O)Cn2cc(C(=O)c3ccc(F)cc3)c(=O)c3ccc(C)nc32)cc(OC)c1	-32%	6%
Cc1nnc(N2CCC(C(=O)NCc3cccc(Cl)c3)CC2)c2nn(-c3ccccc3)c(C)c12	0%	3%
Cc1cnc2c(c1SCC(=O)Nc1ccc(F)cc1F)c(=O)n(C)c(=O)n2C	1%	-6%
CCOC(=O)c1ccc(NC(=O)c2c(NCc3cc(OC)c(OC)cc3OC)sc3c2CCCC3)cc1	-2%	0%
CCCCc1ccc(NC(=O)CSc2nnc3[nH]c(=O)cc(C)n23)cc1	1%	2%
Cc1ccc(CNC(=O)c2cnc(N3CCCCC3)c3ccccc23)cc1	-3%	-1%
Cc1cccc(CS(=O)(=O)Cc2ccc(C(=O)NCCc3ccccc3)o2)c1	-1%	-3%
COC(=O)c1ccc(OCC2c3cc(OC)c(OC)cc3CCN2C(=O)C(C)C)cc1 (centres undefined)	0%	5%
CCS(=O)(=O)c1cccc(C(=O)Nc2ccc(-c3nc4ccccc4s3)c(O)c2)c1	-1%	3%
COc1ccc(C)cc1NC(=O)Cc1ccc(NC(=O)N2CCCCc3ccccc32)cc1	-3%	-3%
CCOC(=O)c1cc(S(=O)(=O)N2CCN(c3cccc(C)c3C)CC2)[nH]n1	-5%	2%
CCC(=O)N1c2ccccc2CC1C(=O)NCc1ccc(CC)cc1 (centres undefined)	0%	8%
Cc1oc(-c2ccc(C(=O)N(C)Cc3ccccc3)cc2)nc1CN1CCc2ccccc21	?	-5%
COc1ccc(Cn2c(C(=O)O)c(CNCCc3ccccc3Cl)c3ccc(C)cc32)cc1	-1%	-2%
Cc1cccc(C(=O)Nc2c(C(=O)N3CCN(c4ccc(F)cc4)CC3)oc3ccccc23)c1	0%	5%
CCc1ccc(C2C(C(=O)Nc3ccccc3C)=C(C)Nc3nc(SCc4cccc(OC)c4)nn32)cc1 (centres undefined)	1%	-4%
CCC(=O)OCCc1ccccc1	-2%[201 µM]	6%[201 µM]
CC(C)c1cnc2c(c1SCC(=O)O)c(=O)n(C)c(=O)n2C	-1%	-10%
CCOc1ccc(C(=O)NCc2ccc3c(c2)CCN3C(=O)c2ccccc2)cc1	5%	-4%
Cc1cc(C)n(C(C)CC(=O)NCc2ccc(N(C)C)cc2)n1 (centres undefined)	-2%	5%
CC(C)NC(=O)C1CCC(Cn2c(=O)c3sccc3n(CC(=O)Nc3ccccc3)c2=O)CC1 (centres undefined)	-1%	5%
Cc1ccc(Nc2nc(C)cc(C)n2)c(C(=O)O)c1	4%	5%
CCc1ccc(NC(=O)Cn2c(=O)nc(-c3ccccc3F)c3cc(Cl)ccc32)cc1	-3%	-5%
COc1ccc(CNC(=O)CCCCCn2c(=O)[nH]c3ccccc3c2=O)cc1	-2%	-2%

Further structures:
SMILES	TexasRed fluor	TRb-SRC2 inh
CC(C)c1ccc(N(CC(=O)O)S(=O)(=O)c2ccc3[nH]c(=O)c(=O)[nH]c3c2)cc1	1%	-8%
COc1ccc(Cn2c(CNC(=O)Cc3cccc([N+](=O)[O-])c3)nc3cccnc32)cc1	-2%	-8%
Cc1ccc(-n2ncc3c(NC(C)c4ccccc4)ncnc32)cc1 (centres undefined)	-2%	3%
Cc1c(C)n(Cc2ccc(Cl)cc2)c2ccc(C(=O)N3CCN(c4ccccc4F)CC3)cc12	10%	13%
Cc1cccc(CC(=O)NCCc2sc3nc(-c4ccc(F)cc4)nn3c2C)c1	-1%	-6%
O=C(CC1N=C2c3ccccc3N=C(SCc3ccccc3Cl)N2C1=O)NC1CCCCC1 (centres undefined)	-3%	0%
O=c1c(N2CCc3ccccc3C2)csc2ccc(Cl)cc12	2%	20%
O=C(OCc1cc(=O)n2nc(C3CC3)sc2n1)c1ccc(F)cc1	-2%	-6%
Cc1csc2nc(COC(=O)c3ccccc3NC(=O)c3ccc(C(C)(C)C)cc3)cc(=O)n12	-2%	6%
CCC(=O)N1CCc2cc(CNS(=O)(=O)c3cc(OC)ccc3OC)ccc21	1%	10%
Cc1cccc(N2C(=O)CS(=O)(=O)C23C(=O)N(Cc2c(F)cccc2Cl)c2ccccc23)c1 (centres undefined)	0%	2%
Cc1ccc(C2=NN(CCC(=O)NCCc3cccc(C)c3)C(=O)CC2)cc1	?	-26%
CCOC(=O)c1cccc(NC(c2nnc(-c3ccccc3)o2)c2ccccc2F)c1 (centres undefined)	-17%	4%
CCCCOc1ccc(C(=O)NCCc2csc3nc(-c4ccccc4F)nn23)cc1	1%	6%
Cc1ccc(C)c(N2CCN(C(=O)C3CCN(c4nc(-c5ccc(C(C)C)cc5)no4)CC3)CC2)c1	-2%	-2%
COc1cccc(CNC(=O)c2cc(-c3ccc(Cl)cc3)n[nH]2)c1	-3%	0%
CCOC(=O)c1cnc(NCc2ccc(OC)cc2OC)c2ccccc12	-3%	-1%
Cc1ccc2nc(COc3ccccc3NC(=O)Nc3ccc(F)c(Cl)c3)cc(=O)n2c1	-3%	6%
Cc1cc(C)cc(NC(=O)CSc2nc(=O)n(Cc3ccccn3)c3c2CCC3)c1	0%	-3%
CC(C)c1ccc(NC(=O)CSC2=Nc3ccccc3C3=NC(CC(=O)NCc4cccs4)C(=O)N23)cc1 (centres undefined)	-23%	2%
Cc1cc(=O)[nH]c2nnc(SCc3ccc(F)cc3)n12	0%	8%

Reformatted as comma-separated lines: part of the list above.
molecule,TexasRed fluor,TRb-SRC2 inh
CCCCOc1ccc(C(=O)NCCc2csc3nc(-c4ccccc4F)nn23)cc1,1%,6%
Cc1ccc(C)c(N2CCN(C(=O)C3CCN(c4nc(-c5ccc(C(C)C)cc5)no4)CC3)CC2)c1,-2%,-2%
COc1cccc(CNC(=O)c2cc(-c3ccc(Cl)cc3)n[nH]2)c1,-3%,0%
CCOC(=O)c1cnc(NCc2ccc(OC)cc2OC)c2ccccc12,-3%,-1%
Cc1ccc2nc(COc3ccccc3NC(=O)Nc3ccc(F)c(Cl)c3)cc(=O)n2c1,-3%,6%
Cc1cc(C)cc(NC(=O)CSc2nc(=O)n(Cc3ccccn3)c3c2CCC3)c1,0%,-3%
CC(C)c1ccc(NC(=O)CSC2=Nc3ccccc3C3=NC(CC(=O)NCc4cccs4)C(=O)N23)cc1 (centres undefined),-23%,2%

Only part of the results is shown (hit frequency here may not be typical).
